Compound activity as filed in PubChem.
OX1R antag-1 – blocks the human orexin 1 receptor; O43613; OX1R-expressing cells, FRET antagonist read-out; inhibition, % at 6.6 µM; actives 1.8% (n = 330,000); AID 485270; in the data active = inhibition mostly above about 38%, no sharp cut-off; inactive = mostly below about 40%;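 note: 0% = agonist challenge alone and 100% = reference antagonist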
Target sequence (O43613 whole entry, looked up): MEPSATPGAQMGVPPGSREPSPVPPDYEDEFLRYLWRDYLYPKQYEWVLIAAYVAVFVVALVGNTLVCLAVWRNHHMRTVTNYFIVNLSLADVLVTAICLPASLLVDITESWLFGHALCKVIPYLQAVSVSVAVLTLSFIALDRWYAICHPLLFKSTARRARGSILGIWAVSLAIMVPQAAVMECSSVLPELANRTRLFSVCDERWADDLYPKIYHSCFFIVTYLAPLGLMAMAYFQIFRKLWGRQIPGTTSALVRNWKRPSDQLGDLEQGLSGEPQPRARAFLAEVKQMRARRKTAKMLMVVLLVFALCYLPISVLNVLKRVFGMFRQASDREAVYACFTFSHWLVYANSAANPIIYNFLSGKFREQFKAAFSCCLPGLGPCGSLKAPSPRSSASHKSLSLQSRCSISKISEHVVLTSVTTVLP
OX1R antag-2 – blocks the human orexin 1 receptor; O43613; AID 434989; actives 0.43% (n = 330,000); inhibition, % at 5 µM; CHO/OX1R cells, Fluo-8 calcium fluorescence, orexin A;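 active = inhibition above its plate's threshold, mean inhibition of all tested compounds on the plate plus 3 SD, cut at about 37% in these data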;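 note: 0% = orexin A challenge wells and 100% = SB-334867-A antagonist wells; not every result past the cut was called active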
* hit, by the source's call. No enrichment for hits (roughly 2.1% active in at least one column).

SMILES | OX1R antag-1 | OX1R antag-2
C/[N+]([O-])=C/c1c(OCc2ccc(Cl)cc2Cl)ccc2ccccc12 | -3 | -16
N#CC(=C1Nc2ccccc2N1)S(=O)(=O)c1ccccc1 | 3 | -8
CN(Cc1nc(Cc2ccccc2F)no1)Cc1cccc2ncccc12 | 18 | -2
CN1CCN(CCc2nc3cc(NC(=O)COc4ccccc4)ccc3n2C)CC1 | 16 | -12
CC(C)C(NC(=O)C1CCCCC1)C(=O)N1CCN(c2ccc(F)cc2)CC1 (configuration not stated) | 5 | -42
Cc1ccc(S(=O)(=O)CCC(=O)Nc2nc(-c3cccnc3)cs2)cc1 | 3 | -12
COc1ccc(C(=O)Nn2c(SCC(=O)c3ccc(Cl)cc3)nc3ccccc3c2=O)cc1 | 15 | -27
Cc1cc(C)cc(N(CC(=O)NCCSCc2ccccc2)S(C)(=O)=O)c1 | 14 | -30
C(=N\c1ncnc2sccc12)/NOCc1ccccc1 | 43 | -14
COC(=O)c1sc(NC(=O)CSc2nc3nc(C)cc(C)n3n2)c(C(=O)OC)c1C | 24 | -10
O=C(CNC(=O)c1ccccc1F)c1ccc(Br)cc1 | -8 | -14
O=C(Nc1cccc2ncccc12)c1ccccc1Cl | -10 | -27
N#Cc1c(-c2cccc(Cl)c2)[nH]c(=S)[nH]c1=O | 4 | -8
COc1ccc(CNC(=O)CCCCCn2c(SCC#N)nc3cc4c(cc3c2=O)OCO4)cc1 | 16 | -12
CCn1c2ccccc2c2cc(N)ccc21 | 8 | -20
COc1cc2c(-c3ccc4[nH]ccc4c3)c(-c3ccc(C#N)cc3)oc(=O)c2cc1OC | 8 | 21
Cc1ccc(OCc2ccc(C(=O)Nc3c(C)nn(Cc4c(F)c(F)c(F)c(F)c4F)c3C)o2)c([N+](=O)[O-])c1 | 14 | -4
O=C(CSc1n[nH]c(=O)n1Cc1ccco1)Nc1ccccc1 | 9 | -19
CC(=O)NC1(C(F)(F)F)C(=O)N(Cc2ccccc2)C2=C1C(=O)CC(C)(C)C2 (configuration not stated) | 7 | -2
COC(=O)/C=C1/SC(=NC(=O)c2ccc(Cl)cc2)NC1=O | 19 | -7
O=C(CNc1ccccc1)N/N=C/c1cn(-c2ccccc2)nc1-c1ccccc1 | 3 | -34
Cc1cc2c(cc(C(=O)OCC(=O)NCc3ccco3)n2C)s1 | 6 | -7
CCc1nnc(NC(=O)CSc2nnc(-c3ccccc3O)n2-c2ccc(C)cc2)s1 | 5 | -27
Nc1ccc(C(=O)OCC(=O)Nc2cc([N+](=O)[O-])ccc2F)cc1 | 23 | -6
O=C(c1cc(-c2ccc(O)cc2)on1)N1CCN(c2ccccc2)CC1 | 12 | -20
Cc1ccc(/C=C/S(=O)(=O)NCc2ccc(F)cc2)cc1 | 32 | -9
C=CCn1c(NC(=O)c2ccccc2)nc2ccccc21 | 4 | -52
CC(C)(NO)/C(=N/O)c1cccs1 | 16 | -3
Cc1cc(C)cc(N(C(=O)Cn2nnc3ccccc32)C(C(=O)NCc2ccco2)c2ccncc2)c1 (configuration not stated) | 1 | -26
Cc1nc(N2CCOCC2)nc(Oc2ccccc2F)c1[N+](=O)[O-] | 14 | -28
Cc1nc2ccccc2c(=O)n1-c1cccc(NC(=O)c2cccs2)c1 | 24 | -19
COC(=O)c1ccccc1NC(=O)COC(C)=O | 15 | 4
O=C(CSc1nnc(CNC(=O)c2cccs2)o1)Nc1cccc(C(F)(F)F)c1 | 32 | -21
COc1cccc2c(=O)n(CC(=O)Nc3ccccc3)ccc12 | 5 | -17
Cc1ccc2[nH]c3c(c2c1)CCCC3C(N)=O (configuration not stated) | 12 | -6
CSc1nc(C)nc(N/C=C(\C#N)S(=O)(=O)c2ccccc2Cl)n1 | 4 | -6
CN(C)S(=O)(=O)c1cccc(NC(=O)c2cccc(S(=O)(=O)N3CCc4ccccc43)c2)c1 | -1 | 13
O=C(CCC(=O)N1CCOc2ccc(Cl)cc21)NCCN1CCOCC1 | -2 | 1
CNC(=S)N/N=C(\C)c1ccc(C(C)(C)C)cc1 | 23 | -30
CCOc1ccc(-c2nc(CSCC(=O)NC3CCCc4ccccc43)c(C)o2)cc1 (configuration not stated) | 0 | -34
CCc1ccc(/C=N/NC(=O)c2cc(C3CC3)nc3ccccc23)s1 | 14 | -27
Cc1ccc(C)c(NC(=O)CSc2nnc(-c3ccccc3)n2N)c1 | 10 | -26
COc1ccc(S(=O)(=O)N2CCCC(C(=O)NCc3ccccn3)C2)cc1 (configuration not stated) | 10 | -2
CN1C(=O)C(O)(CC(=O)c2cccs2)c2ccccc21 (configuration not stated) | 4 | -16
Cc1oc2c(CN3CCCCC3)c(O)ccc2c(=O)c1-c1ccc(Br)cc1 | -9 | -17
C=CCn1c(C)csc1=Nc1ccc(C(C)=O)cc1 | 42 | -17
CCCOc1ccc2c(CC)cc(=O)oc2c1C | 13 | -11
O=C(C1CCCCC1)N(CCN1CCCC1)c1nc2ccccc2s1 | -1 | -28

Look-ups from the entries so far.
OX1R antag-2 with `O=C(CCC(=O)N1CCOc2ccc(Cl)cc21)NCCN1CCOCC1` reads 1
OX1R antag-2 with `C=CCn1c(C)csc1=Nc1ccc(C(C)=O)cc1` reads -17

(list continues)
SMILES | OX1R antag-1 | OX1R antag-2
CC(C)C12CCC(C(=O)O)C(C1)C(=O)O2 (configuration not stated) | 22 | -7
ClC(Cl)c1nnc(-c2ccccc2)c(-c2c[nH]c3ccccc23)n1 | 18 | -8
Cc1cccc(NC(=O)CSc2nnc(C)c(=O)n2N)c1 | 7 | -2
CCOC(=O)CNC(=O)CSc1nc(-c2cccc(C)c2)ns1 | 3 | -19
Cc1ccc(CNC(=O)COC(=O)c2cc(=O)[nH]c3ccccc23)cc1 | 7 | -13
Cc1nc2ccc(NC(=O)c3ccco3)cc2nc1C | 10 | -15
CC1CCCC(NC(=O)COC(=O)COc2ccccc2Cl)C1C (configuration not stated) | 6 | -5
COc1ccc(OCCNc2cc(Cl)ccc2[N+](=O)[O-])cc1 | 6 | -11
Cc1cc(N/C=C/C(=O)c2ccccc2)ccc1Br | 13 | -7
CCCC(C)c1nnc(NC(=O)C2CC(=O)N(CCc3ccc(F)cc3)C2)s1 (configuration not stated) | 2 | -30
COCCNC(=O)C(c1ccc(C)cc1)N(C(=O)CCC(=O)Nc1ccccn1)C1CCCCC1 (configuration not stated) | 20 | -28
Cc1ccc(-c2csc3ncnc(SCC(=O)Nc4nnc(C)s4)c23)cc1 | 0 | -18
O=C(COC(=O)COc1ccccc1)NCCC1=CCCCC1 | 1 | -8
NNC(=O)COc1ccc(C2SCCS2)cc1 | 13 | -20
O=C(O)COc1ccccc1/C=N/NC(=O)CN1CCN(Cc2ccc(Cl)cc2)CC1 | 12 | -13
N#CC1CCN(C(=O)c2ccc3c(Cl)c4c(nc3c2)CCCC4)CC1 | 32 | -31
COc1ccccc1N1CCN(C(=O)C2Cc3ccccc3CN2C(=O)c2ccco2)CC1 (configuration not stated) | 1 | -28
COc1ccc([N+](=O)[O-])cc1NC(=O)CCc1ccccc1 | 29 | -20
CCN1CCCC1CNC(=O)CSc1cc(=O)n(CC)c2ccccc12 (configuration not stated) | 9 | -18
Cc1ccc(OCC(=O)NCCCNC(=O)c2ccco2)cc1 | 0 | 6
Clc1nc(NC2CCCC2)nc(N2CCOCC2)n1 | 19 | -23
O=C(N/C(=C\c1ccc(Cl)cc1)C(=O)N1CCOCC1)c1ccco1 | 7 | -5
CCOc1ccccc1C(=O)n1nc(C)cc1C | 16 | -9
Cc1ccc(N=Cc2c(O)n(-c3cc(Cl)ccc3N3CCOCC3)c(=O)c3ccccc23)cc1C | 18 | -21
O=C(CNC(=O)C(c1ccccc1)c1ccccc1)OCc1ccccc1 | 22 | -8
CC(Cc1ccccc1)NC(=O)C1CCCNC1=O (configuration not stated) | 11 | 0
COc1cccc(-c2cc(C(=O)Nc3cnn(Cc4ccccc4C)c3)no2)c1 | 12 | 2
Cc1ccc(OCC(=O)NCCc2nc3ccccc3[nH]2)c(C)c1 | 27 | -23
Cc1cccc(OCCCC(=O)NNC(=O)c2ccccn2)c1 | 6 | 0
COCCn1c(C)cc(/C=C2/NC(=O)N(c3ccc(Cl)cc3)C2=O)c1C | 23 | -15
COC(=O)c1c(NC(=O)c2nc3ccccc3s2)sc2c1CCN(C(C)=O)C2 | 22 | -16
CCNc1nc(NCC)nc(NS(=O)(=O)c2ccc(N)cc2)n1 | 24 | 10
O=C(O)CC(NC(=S)NCc1ccccc1)C(=O)O (configuration not stated) | 17 | 9
Cc1ccc(NC(=O)COc2nsnc2N2CCOCC2)cc1Cl | 24 | -31
CN1/C(=C\C(=O)C[n+]2ccc(C(=O)c3ccccc3)cc2)C(C)(C)c2ccccc21 | 61 | -14
Cc1cc(C(=O)Nc2ccc(Br)cc2)cs1 | 34 | -25
OC(CNCc1ccncc1)c1ccccc1 (configuration not stated) | 16 | -4
Cn1nc(C(=O)NCc2ccco2)c2ccccc2c1=O | -1 | -14
O=C1/C(=C\c2ccc3c(c2)OCO3)CCC/C1=C/c1ccc2c(c1)OCO2 | 19 | -3
COCCCNC(=O)CCn1nc(-c2ccc(Cl)cc2)ccc1=O | 1 | -22
Nc1ccc2c(c1)-c1ccccc1S(=O)(=O)N2 | 24 | -15
COc1cccc(NC(=O)CN(C)C(=O)Cc2ccc3c(c2)CCC3)c1 | 10 | 0
CC(C)Cn1c(N)c(C(=O)COC(=O)c2ccncc2)c(=O)n(C)c1=O | 15 | -5
O=C1CS/C(=N/N=C/c2ccccc2)N1c1ccc(O)cc1 | 8 | -9
CCN1CCN(CCCN(Cc2ccco2)C(=S)Nc2cccc(Cl)c2C)CC1 | 26 | -19
CCN(CC)S(=O)(=O)c1ccc(/C=C/C(=O)OCC(=O)Nc2cccc3ccccc23)cc1 | 18 | -8
COc1ccc(/C=C/C(=O)NCCOc2ccc(C)cc2)cc1 | 12 | 1
Cc1ccc(N(Cc2ccccc2)C(=O)c2cc(S(=O)(=O)N3CCOCC3)ccc2C)cc1 | 12 | -39
Fc1ccccc1OCC1CCCN(Cc2nc(CC3CC3)no2)C1 (configuration not stated) | 19 | -21
CC(=O)c1c(C)[nH]c(C(=O)CN2C(=O)NC(C)(C)C2=O)c1C | 1 | 1
O=C(CN1CCN(C(=O)C2CCCO2)CC1)Nc1ccc(Cl)c(Cl)c1 (configuration not stated) | 15 | -4
CC(C)(C)c1ccc(/C=N/OCC(=O)NCc2ccccc2)cc1 | 30 | -27
CC(=O)Nc1ccc(C2=NN(C)C(=NCc3ccccc3)SC2)cc1 | 18 | -14
CCn1c(C)c(CS(=O)(=O)c2ccccc2)[nH]c1=O | 6 | 7
Cc1ccc(CN(c2ccc(C(=O)Nc3cccnc3)cc2)S(C)(=O)=O)cc1 | 14 | -14
NS(=O)(=O)c1ccc(CCNC(=O)CNC(=O)c2ccccc2Br)cc1 | 8 | -25
CN(C)CCOc1ccc(-c2c(-c3ccsc3)sc3ccccc23)cc1 | -5 | 48
CCOC(=O)C1=C(C)NC(=O)NC1c1cn(-c2ccccc2)nc1-c1cccs1 (configuration not stated) | 27 | 4
COc1ccc(N2CC(C(=O)NCCc3ccc(OC)c(OC)c3)CC2=O)cc1 (configuration not stated) | 14 | -12
CCOC(=O)N1CCN(C(=O)CN(c2ccccc2OC)S(=O)(=O)c2ccc(C)cc2)CC1 | 9 | -22
Further entries
SMILES | OX1R antag-1 | OX1R antag-2
COc1ccccc1N1CCN(C(c2ccccn2)c2nnnn2C2CCCCC2)CC1 (configuration not stated) | 22 | -33
O=C(CSc1ncnc2c1cnn2-c1ccc(F)cc1)NCc1ccc2c(c1)OCO2 | -2 | -3
CC(C)N(C(C)C)S(=O)(=O)c1ccc(N2CCc3ccccc3C2)nc1 | 22 | -8
CCn1c(=O)c2c(nc3n2CCCN3Cc2ccccc2)n(C)c1=O | -8 | -20
C=CCOc1ccc(C2C(C#N)=C(N)N(Nc3ccccc3)C3=C2C(=O)CCC3)cc1OC (configuration not stated) | 18 | -37
COc1ccc(NC2=Nc3ccccc3CC2)cc1 | 8 | 0
CCCOc1ccc(C(=O)NCCC(=O)NCCCC(=O)OCC)cc1 | 6 | 8
CCc1ccccc1NC(=O)C1(S(=O)(=O)c2ccc(C)cc2)CC1 | 14 | -14

Of the compounds above, 13 contain an aryl thioether with sulfur outside any ring.
SMILES | OX1R antag-1 | OX1R antag-2
COc1ccc(C(=O)Nn2c(SCC(=O)c3ccc(Cl)cc3)nc3ccccc3c2=O)cc1 | 15 | -27
COC(=O)c1sc(NC(=O)CSc2nc3nc(C)cc(C)n3n2)c(C(=O)OC)c1C | 24 | -10
COc1ccc(CNC(=O)CCCCCn2c(SCC#N)nc3cc4c(cc3c2=O)OCO4)cc1 | 16 | -12
O=C(CSc1n[nH]c(=O)n1Cc1ccco1)Nc1ccccc1 | 9 | -19
CCc1nnc(NC(=O)CSc2nnc(-c3ccccc3O)n2-c2ccc(C)cc2)s1 | 5 | -27
O=C(CSc1nnc(CNC(=O)c2cccs2)o1)Nc1cccc(C(F)(F)F)c1 | 32 | -21
CSc1nc(C)nc(N/C=C(\C#N)S(=O)(=O)c2ccccc2Cl)n1 | 4 | -6
Cc1ccc(C)c(NC(=O)CSc2nnc(-c3ccccc3)n2N)c1 | 10 | -26
Cc1cccc(NC(=O)CSc2nnc(C)c(=O)n2N)c1 | 7 | -2
CCOC(=O)CNC(=O)CSc1nc(-c2cccc(C)c2)ns1 | 3 | -19
Cc1ccc(-c2csc3ncnc(SCC(=O)Nc4nnc(C)s4)c23)cc1 | 0 | -18
CCN1CCCC1CNC(=O)CSc1cc(=O)n(CC)c2ccccc12 (configuration not stated) | 9 | -18
O=C(CSc1ncnc2c1cnn2-c1ccc(F)cc1)NCc1ccc2c(c1)OCO2 | -2 | -3
